DAX1 inh-1: blocks DAX1 repression of SF-1 activated StAR promoter; HEK293T StAR-luciferase reporter, SF-1/DAX-1 repression relief; inhibition, % at 6.8 µM; hit rate 1.1% among 370,000; AID 652010;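 active means inhibition above the mean over all tested compounds plus 3 SD, cut at about 3.6% in these data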;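 further: 0% = DAX-1 cells with DMSO and 100% = cells lacking DAX-1 with DMSO; higher inhibition means more luminescence from relief of DAX-1 repression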
ADAM17 inh: inhibitors of human ADAM17; P78536; inhibition, % at 6.95 µM; hit rate 0.83% among 370,000; AID 720648; recombinant ADAM17, EDANS/DABCYL FRET peptide cleavage;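 active means inhibition above the mean of compounds lying between control limits plus 3 SD, set per campaign, cut at about 8.5% in these data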;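 further: 0% = DMSO-only wells as the low control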
NPR1 activator: GC-A (human) enzyme activation. hit rate 0.14% among 370,000. P16066. activation, % at 10 µM. HEK293 GC-A cells, cGMP TR-FRET, EC30 ANP; 0% at EC30 ANP, 100% saturating ANP; in the data active means activation above about 40%
hcDAF-12 act: H. contortus DAF-12 activation, primary screen | activation, % at 6.8 µM | AID 652067 | hit rate 1.4% among 370,000 | HEK293 hcDAF-12 lit1-tk-luc reporter, luminescence; 0% DMSO, 100% Δ7-dafachronic acid;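 active means activation above the mean of all tested compounds plus 3 SD, cut at about 5.5% in these data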;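 further: 100% = response to 3 µM Δ7-dafachronic acid high control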
ssDAF12 agonist: S. stercoralis DAF-12 activation, primary screen; hit rate 1% among 370,000; activation, % at 6.8 µM; AID 652126; HEK293 ssDAF-12/GRIP1 lit1-tk-luc reporter, luminescence; % of 3 µM dafachronic acid response;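 active means activation above the mean over all tested compounds plus 3 SD, cut at about 0.9% in these data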;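 further: 0% = DMSO-only wells and 100% = 3 µM delta7-dafachronic acid wells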
hgDAF-12 ag: hgDAF-12 agonism, primary luciferase screen. HEK293 GAL4-hgDAF12 UAS-luciferase reporter, agonist luminescence; normalized to butyrate control. hit rate 1.8% among 370,000. AID 687014. activation, % at 6.8 µM;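 active means activation above a cutoff set at the mean of all screened compounds plus 3 SD, cut at about 10% in these data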;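 further: 0% = DMSO wells and 100% = sodium butyrate wells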
PG9 Ab binder: PG9 antibody binding by small molecule; AID 624416; inhibition, % at 6.7 µM; hit rate 0.43% among 360,000; TR-FRET gp120-PG9 antibody binding; in the data active means inhibition above about 8.5%
DAX1 inh-2: inhibitors of human orphan nuclear receptor DAX1 (NR0B1); AID 504766; HEK293 Gal4-DAX1 luciferase reporter, luminescence; P51843; hit rate 0.99% among 340,000; inhibition, % at 6.75 µM;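 active means inhibition above the mean over all tested compounds plus 3 SD, cut at about 4.2% in these data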;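 further: 0% = DAX1-transfected cells with DMSO and 100% = empty-vector control cells with DMSO; inhibition shows as a rise in luminescence from relieved DAX1 repression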
Target sequence (P51843 207-470 limits assumed): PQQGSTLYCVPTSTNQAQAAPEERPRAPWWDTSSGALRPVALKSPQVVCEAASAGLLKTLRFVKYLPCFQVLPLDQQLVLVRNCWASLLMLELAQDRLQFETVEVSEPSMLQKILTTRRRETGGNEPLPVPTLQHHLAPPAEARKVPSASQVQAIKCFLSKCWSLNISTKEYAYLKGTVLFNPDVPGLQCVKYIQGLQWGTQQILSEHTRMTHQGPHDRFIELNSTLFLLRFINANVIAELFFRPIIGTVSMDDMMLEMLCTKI
GAA850 FXN act: increases GAA850 frataxin promoter reporter activity; HEK293 lucGAA850 FXN promoter luciferase reporter, 24 h; percent of 10 µM SAHA response; activation, % at 6 µM; hit rate 0.56% among 360,000; AID 540364;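 active means activation above the average of all compounds screened plus 3 SD, cutoff fixed separately per campaign, cut at about 7.5% in these data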;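 further: 0% = DMSO wells and 100% = 10 µM SAHA wells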
ADAM10 inh: ADAM10 inhibition, QFRET primary screen | AID 720582 | O14672 | inhibition, % at 7 µM | recombinant ADAM10, EDANS/DABCYL FRET peptide cleavage, 3 h | hit rate 0.62% among 370,000;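 active means inhibition above a per-campaign cutoff equal to the mean of compounds falling between control-based bounds plus 3 SD, cut at about 20% in these data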;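 further: 0% = DMSO wells while the 100% control is not disclosed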
Target sequence (O14672 214-748 limits assumed): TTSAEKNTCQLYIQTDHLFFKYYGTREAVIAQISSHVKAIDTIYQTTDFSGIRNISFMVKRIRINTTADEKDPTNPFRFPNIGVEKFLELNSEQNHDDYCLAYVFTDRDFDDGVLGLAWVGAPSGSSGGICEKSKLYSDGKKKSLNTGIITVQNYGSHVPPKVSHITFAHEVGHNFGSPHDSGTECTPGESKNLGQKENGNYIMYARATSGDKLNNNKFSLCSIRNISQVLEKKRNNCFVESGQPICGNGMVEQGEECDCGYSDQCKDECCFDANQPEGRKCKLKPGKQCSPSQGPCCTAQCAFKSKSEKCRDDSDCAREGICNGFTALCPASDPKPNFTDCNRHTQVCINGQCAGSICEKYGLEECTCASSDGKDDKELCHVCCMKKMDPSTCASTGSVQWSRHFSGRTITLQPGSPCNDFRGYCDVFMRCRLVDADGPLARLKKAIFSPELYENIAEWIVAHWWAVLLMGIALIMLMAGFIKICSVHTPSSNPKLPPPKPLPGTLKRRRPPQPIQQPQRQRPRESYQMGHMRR
SMARCA2 act: activators of SMARCA2 function. activation, % at 9.1 µM. MG213 cells, MMTV-luciferase reporter, dexamethasone, overnight. hit rate 1% among 370,000; in the data active means activation above about 7.8%;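 further: 0% = vehicle wells and 100% = reference activator wells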
* marks the source's active call; other numbers are inactive results; i = inactive; . = no result given; & = joins results of further samples.

Each structure is followed by: DAX1 inh-1	ADAM17 inh	NPR1 activator	hcDAF-12 act	ssDAF12 agonist	hgDAF-12 ag	PG9 Ab binder	DAX1 inh-2	GAA850 FXN act	ADAM10 inh	SMARCA2 act
Cc1ccc(N2CC(C(=O)N3CCCCCC3)CC2=O)cc1 (stereo not given)
 : 0.7	-7	-1	0.8	-0.9	-0.1	0.0	0.6	-0.5	-8	1
CNc1nc(NC#N)nc(SC)n1
 : -0.1	-4	4	-0.6	-1.5	-1.8	-0.6	-1.2	2.8	-1	-3
COC(=O)CNC(=O)C1CCCN1C(=O)OC(C)(C)C (stereo not given)
 : 0.2	-5	1	2.5	-1.1	4.9	0.5	0.7	-0.3	-4	-5
COc1ccc(C(C)NC(=O)CCc2ccccc2)cc1 (stereo not given)
 : -0.2	-3	0	-0.6	-1.2	0.0	-1.4	1.1	0.9	-3	-1
Cc1cccn2cc(-c3ccccc3)nc12
 : 3.4	-9	1	4.9	1.1*	13*	-1.7	2.9	3.3	-38	3
Cc1ccc(N2C(=O)C3C4CC(=O)C(c5ccccc54)C3C2=O)cc1C (stereo not given)
 : 0.7	1	3	-2.2	-1.3	0.0	-2.2	-0.6	-0.5	-2	-3
Cc1ccc(C)n1-c1ccc(-c2nnc3n2CCCCC3)s1
 : 0.2	-15	5	-0.2	-0.8	-1.7	6.2	-0.1	3.8	-54	2
COC(=O)c1cc(C(=O)CSc2nc(C)cc(C)n2)ccc1O
 : 0.5	-3	-2	0.7	-1.2	-0.9	-0.1	0.2	1.9	-4	-1
CN(C)/C=C1/OC(=O)C(C#N)=C1c1ccc(Cl)cc1
 : 0.2	-25	-1	-1.8	-1.0	-1.1	0.1	3.1	0.4	-41	-1
N#C/C(=C\c1c(N2CCCCC2)nc2ccccn2c1=O)C(=O)NC1CCS(=O)(=O)C1 (stereo not given)
 : 0.2	-290	5	0.7	-0.7	-1.9	-2.4	-0.1	-0.1	i	-2
O=C(NCCNCc1cccs1)c1ccccc1F
 : 0.1	-4	-4	-1.7	-1.4	4.4	-0.9	-0.5	1.4	-5	-2
CCCCCCCCCCCCCCCC[n+]1cccc(C(=O)N(CC)CC)c1
 : -1.5	2	-9	-1.3	-1.2	-2.9	-0.2	0.2&-0.6	-3.6&-3.4	3	-4
Cn1c(=O)c(=O)n(C)c2cc(N3CCCC3)c(NS(=O)(=O)c3ccc(F)cc3)cc21
 : 0.0	-8	4	-1.4	-1.2	-0.5	-2.8	-0.1	1.3	-17	4
COc1ccc(N2CCN(C(=O)Cc3ccc(C)cc3)CC2)cc1
 : -0.2	4	4	-2.0	-1.0	-0.5	0.8	-1.0	0.6	4	0
Cc1ccc(-n2ncc3c(N4CCC(C(N)=O)CC4)ncnc32)c(C)c1
 : 0.7	0	0	0.2	-1.4	-2.1	0.5	0.9	0.0	-12	-4
CCN(C(=O)CSc1ncccn1)c1c(N)n(Cc2ccccc2)c(=O)[nH]c1=O
 : 4.7*	-8	5	0.1	-1.2	0.5	0.3	1.3	-1.6	-17	-4
COc1cc(Br)c(-c2sc(Nc3ccccc3)n[n+]2-c2ccccc2)cc1OC
 : -0.2	1	-12	1.9	-0.5	4.2	-2.4	1.3	-1.5	10	0
O=C(CNc1ccccc1)N/N=C/c1c(O)ccc2ccccc12
 : -1.8	0	-5	-2.4	-1.5	-7.8	1.3	-0.8	-4.0	-3	-3
O=C(COc1ccccc1F)N1CCc2ccccc2C1
 : 0.2	-2	4	-0.5	-0.2	4.5	-1.1	1.1	0.5	-1	0
Cc1ccc(Cl)c2c1NC(=O)C2=O
 : 0.9	-3	1	-0.8	-1.2	-0.6	-1.4	0.3	0.2	6	2
CCN(CC)C(=O)c1ccc2c(c1)nnn2C
 : -0.6	-3	-3	-1.7	-1.7	0.0	-0.3	-0.4	2.4	-4	0
Cc1c(CN2CCN(c3cccc(C(F)(F)F)c3)CC2)c(=O)n(-c2ccccc2)n1C
 : -1.9	3	-3	-1.7	-1.3	-1.9	-0.7	-0.5	0.1	4	-3
CNC[C@H]1Oc2cc(Br)ccc2S(=O)(=O)N([C@@H](C)CO)C[C@@H]1C
 : -0.2	-2	1	-0.4	-1.4	0.7	2.3	0.8	-3.2	-7	-1
Cc1nn(-c2cccc(Cl)c2)c2c1C(c1cccnc1)C(C#N)=C(N)O2 (stereo not given)
 : -0.5	1	-5	-0.1	-1.2	0.3	-2.2	0.8	-0.1	8	0
COc1ccccc1NC(=O)c1sc2nc3n(c(=O)c2c1C)CCC3
 : 0.5	-3	17	0.1	-1.2	3.8	0.8	-0.1	4.1	-1	-2
CN(C)S(=O)(=O)c1ccc(C(=O)NNC(=O)C23CC4CC(CC(C4)C2)C3)cc1
 : -1.1	0	-1	-0.4	-1.4	0.1	0.7	3.5	1.2	-9	4
CCC[C@H]1CN(Cc2ccccc2)C(=O)[C@@H]1CC(=O)NC
 : 0.0	-2	0	0.8	-1.1	2.1	-1.1	0.3	-0.4	-9	-1
CCOC(=O)c1c(NC(=O)COc2ccccc2)sc2c1CC(C)(C)NC2(C)C
 : 0.3	-1	3	0.6	-1.5	0.8	-0.7	-0.3	-0.4	-5	1
Cc1cccc(OCC(=O)NNC(=O)c2cc3ccccc3oc2=O)c1
 : 0.0	7	-1	-1.4	-0.9	2.5	-2.5	0.7	0.6	23*	-1
CCOc1ccccc1C(=O)Nc1cc2c(cc1N1CCCC1)n(CC)c(=O)n2CC
 : -1.9	-11	4	-5.1	-2.1	-7.7	-3.8	-2.1	-4.0	-11	-2

Overlap with the part before: 4 entries, followed by the next part.
Each structure is followed by: DAX1 inh-1	ADAM17 inh	NPR1 activator	hcDAF-12 act	ssDAF12 agonist	hgDAF-12 ag	PG9 Ab binder	DAX1 inh-2	GAA850 FXN act	ADAM10 inh	SMARCA2 act
CCC[C@H]1CN(Cc2ccccc2)C(=O)[C@@H]1CC(=O)NC
 : 0.0	-2	0	0.8	-1.1	2.1	-1.1	0.3	-0.4	-9	-1
CCOC(=O)c1c(NC(=O)COc2ccccc2)sc2c1CC(C)(C)NC2(C)C
 : 0.3	-1	3	0.6	-1.5	0.8	-0.7	-0.3	-0.4	-5	1
Cc1cccc(OCC(=O)NNC(=O)c2cc3ccccc3oc2=O)c1
 : 0.0	7	-1	-1.4	-0.9	2.5	-2.5	0.7	0.6	23*	-1
CCOc1ccccc1C(=O)Nc1cc2c(cc1N1CCCC1)n(CC)c(=O)n2CC
 : -1.9	-11	4	-5.1	-2.1	-7.7	-3.8	-2.1	-4.0	-11	-2
Cc1cc2nccc(-c3ccc(OCCCF)cc3)n2n1
 : 0.3	-14	-4	-0.4	-1.4	0.3	-1.6	-0.9	-2.6	-40	1
CC(C)C(=O)Nc1c2c(nn1-c1ccc(F)cc1)CSC2
 : 0.3	-3	0	-1.0	-1.0	-0.3	0.1	0.2	1.8	3	-2
CCOC(=O)[C@H]1[C@H]2COc3ccc(Cl)cc3[C@@H]2N2C(=O)c3ccc(C)cc3NC(=O)[C@@]12C
 : -0.4	-2	-1	0.0	-1.0	1.7	-1.6	0.8	-11	-4	0
CCCCN(CCCNC(=O)c1c(C)cc(=O)oc1C)c1ccccc1
 : -0.9	1	5	-1.4	-1.7	-0.5	-0.6	0.1	-1.4	1	0
O=C(COC(=O)C1CCC(=O)N1)Nc1ccccc1OC(F)F (stereo not given)
 : -0.2	-2	2	-0.7	-0.9	0.2	-0.6	0.4	-0.8	3	1
S=C(NC1CCCCC1)N1CCN(C2CCCCC2)CC1
 : 0.0	-6	1	-2.0	-1.7	1.8	0.4	0.5	-0.1	-2	-3
Nc1c(-c2ccc(Cl)cc2)cnn1-c1ccccc1
 : 1.6	-3	-4	2.7	0.6	10	-0.5	2.5	5.5	2	3
COc1ccccc1C(=O)n1ccc2ccc(-c3ccc4ccn(Cc5ccccc5)c4c3)cc21
 : -1.9	-41	1	0.8	-0.6	-1.0	.	.	.	-221	-3
Cc1ccc(S(=O)(=O)NCC2CCC(C(=O)NCc3cccnc3)CC2)cc1 (stereo not given)
 : -0.2	-8	2	-1.4	-0.5	-2.7	-0.7	-0.2	-0.8	-5	-4
N#Cc1c(N)nc2c(c1-c1ccc(F)cc1)CCC2
 : 0.1	-141	0	-1.4	-1.8	-2.0	0.8	2.6	2.7	-408	-1
CCOCN(C(=O)Cn1c(CO)nc2ccccc21)c1c(C)cccc1CC
 : 0.1	-1	-12	-0.7	-1.7	-0.8	-1.3	1.6	-0.5	-1	4
O=C(NC1(C(=O)NC2CCCCC2)CCCCC1)c1ccc2c(c1)OCO2
 : -0.2	0	0	-1.3	-1.0	-2.5	-0.3	0.7	-0.5	6	0
O=S(=O)(Nc1ncccn1)c1ccc(-n2cnnn2)cc1
 : 0.3	-1	2	-0.5	-1.4	-2.7	-2.3	-0.4	1.1	7	-2
Cc1nn(-c2ccccc2)c(Cl)c1/C=N/NC(=O)c1cccnc1
 : 0.6	0	-2	1.2	-1.1	-1.4	-1.5	-0.6	1.1	1	0
CCOC(=O)c1c(C)cc(=O)oc1C
 : -0.3	-4	3	-1.1	-1.2	0.0	0.5	0.5	-0.3	8	0
COC(=O)c1ccc([N+](=O)[O-])cc1N1C(=O)C2C3CCC(C3)C2C1=O (stereo not given)
 : -0.1	1	4	-0.2	-1.5	-3.0	0.2	-0.1	0.1	2	-1
CNc1ccccc(C(=O)/C=C/c2ccccc2OC)c1=O
 : -0.8	-8	1	1.1	-1.5	1.5	-2.0	1.0	3.0	-36	0
CC1Cc2cccc3ccc(=O)n(c23)C1 (stereo not given)
 : -0.7	-3	-1	1.3	-0.2	0.9	1.2	-0.8	-0.3	-34	-4
O=C(Nc1ccc(F)cc1)Nn1cnnc1
 : -0.1	-2	5	-2.2	-1.4	-1.6	0.2	2.4	1.4	3	-2
CC(C)Nc1nc2n(c(=O)n1)CCN2C(C)C
 : 0.2	1	2	1.9	-1.1	-1.1	-1.4	1.1	-0.6	6	-2
CCOC(=O)CCNC(=O)N1CCCC(C(=O)c2cc(C)c(OC)c(C)c2)C1 (stereo not given)
 : -0.7	1	2	0.8	-1.8	-5.7	0.8	0.6	-1.3	-7	-3
CCSc1nc(O)cc(=O)[nH]1
 : -0.4	-2	6	3.7	-1.4	-0.7	-0.8	0.4	0.1	6	-1
COc1cc2c(cc1OC)C(C)N(C(C)=O)CC2 (stereo not given)
 : 0.6	-2	5	-1.9	0.2	0.5	-0.8	0.9	3.3	4	-1
COc1ccc(C(CNC(=O)C2CC2)N(C)C)cc1 (stereo not given)
 : 1.8	-7	-10	-0.6	-1.1	0.9	-2.9	0.1	2.0	-7	0
COc1ccc(Cl)cc1N1C(=O)CN(Cc2cc(OC)c(OC)c(OC)c2)C1=S
 : 0.3	3	3	0.1	-0.6	-1.2	-0.1	0.0	-3.2	-1	-2
C[C@@]12CC(=O)NC1N(C(=O)c1ccccc1)C(c1ccccc1OC(=O)c1ccccc1)C2 (stereo not given in full)
 : 0.3	0	-11	-1.6	-1.1	-1.5	0.9	0.5	-1.2	4	1

An unsorted share of the library; 6.8% or so of the library scored in one or more.
